# Assay outcomes (PubChem BioAssay)
# Mdm2 MdmX PPI = inhibitors of human Mdm2/MdmX interaction; O15151+Q00987; SaOS-2 split-luciferase Mdm2/MdmX complementation, luminescence; inhibition, % at 8 µM; actives 3% (n = 330,000);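 active means inhibition of at least 50% at 8 µM in the primary screen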
# Target sequence (O15151 whole entry, looked up): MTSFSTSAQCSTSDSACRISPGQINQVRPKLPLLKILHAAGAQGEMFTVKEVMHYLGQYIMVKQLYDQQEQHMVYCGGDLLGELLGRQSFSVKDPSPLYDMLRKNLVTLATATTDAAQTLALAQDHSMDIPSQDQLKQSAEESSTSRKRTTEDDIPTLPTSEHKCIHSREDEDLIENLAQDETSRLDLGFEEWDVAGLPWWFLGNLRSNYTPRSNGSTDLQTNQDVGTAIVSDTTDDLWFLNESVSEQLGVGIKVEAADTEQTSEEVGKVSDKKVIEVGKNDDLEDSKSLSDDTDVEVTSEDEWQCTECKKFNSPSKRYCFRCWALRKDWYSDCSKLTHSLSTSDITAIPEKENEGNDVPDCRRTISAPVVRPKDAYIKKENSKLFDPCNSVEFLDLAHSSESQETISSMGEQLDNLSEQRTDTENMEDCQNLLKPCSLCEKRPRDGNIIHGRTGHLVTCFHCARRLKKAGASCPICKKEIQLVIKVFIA
# Target sequence (Q00987 whole entry, looked up): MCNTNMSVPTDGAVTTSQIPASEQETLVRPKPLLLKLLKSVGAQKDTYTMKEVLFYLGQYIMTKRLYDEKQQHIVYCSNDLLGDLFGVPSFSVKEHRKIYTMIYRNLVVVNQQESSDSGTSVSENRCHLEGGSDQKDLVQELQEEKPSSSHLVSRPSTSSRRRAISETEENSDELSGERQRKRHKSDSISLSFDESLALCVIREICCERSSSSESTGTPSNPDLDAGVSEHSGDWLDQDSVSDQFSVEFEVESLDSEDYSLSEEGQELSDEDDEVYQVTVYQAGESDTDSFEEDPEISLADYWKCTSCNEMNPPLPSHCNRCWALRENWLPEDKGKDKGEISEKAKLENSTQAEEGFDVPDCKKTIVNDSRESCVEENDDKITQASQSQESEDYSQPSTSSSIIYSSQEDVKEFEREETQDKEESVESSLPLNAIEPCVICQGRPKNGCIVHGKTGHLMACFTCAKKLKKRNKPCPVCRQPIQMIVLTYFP
# tim10-1 inh = tim10-1 yeast growth inhibition; inhibition, % at 20 µM; AID 463190; actives 2.2% (n = 330,000); S. cerevisiae tim10-1 ts strain growth, BacTiter-Glo, 24 h;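 active means inhibition of at least 40%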;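 further: mutant grown at 25 °C; 0% = DMSO wells with yeast and 100% = wells holding no yeast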
# tim23-1 inh = tim23-1 yeast growth inhibition; S. cerevisiae tim23-1 growth, BacTiter-Glo luminescence, 24 h; inhibition, % at 20 µM; actives 1.3% (n = 330,000); AID 463212;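 active means growth inhibition of the mutant yeast at or above 50%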;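 further: temperature-sensitive mutant grown at 25 °C; plate controls were DMSO-treated mutant yeast for no effect and medium wells lacking yeast for full effect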
# CHOP UPR activ = activators of apoptotic arm of unfolded protein response (CHOP). CHO-CHOP luciferase reporter, UPR activation, luminescence; percent of tunicamycin response over DMSO baseline. activation, % at 10 µM. actives 0.34% (n = 330,000). AID 449763;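 active means at 10 µM dose, activation of 40% or more, normalized to positive control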;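 further: 100% = tunicamycin at 10 µg/mL and 0% = DMSO alone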
#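 System: CHO CHOP reporter cells. Amount: 500 cells per well. Buffer or medium: F12 medium, 10% FBS. Compound dosing: one dose, 10 µM in 0.5% DMSO. Incubation: 6 h compound exposure at 37 °C after overnight seeding. Technique: Steady-Glo luciferase luminescence. Benchmarks: tunicamycin and DMSO controls.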
# APJ ag = activates the human apelin receptor APJ; P35414; CHO-K1 APJ PathHunter beta-arrestin, luminescence; 0% DMSO wells, 100% apelin; activation, % at 20 µM; actives 0.11% (n = 330,000); AID 2520;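 active means activation more than six SD over the plate average, tested at 20 µM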;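 further: 0% = DMSO alone and 100% = apelin-13 at 10 nM; some results filed as inactive read as strong as hits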
#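 Test system – PathHunter CHO-K1 APJ (AGTRL-1) beta-arrestin reporter cells · Input – 1000 cells/well · Compound – single test compound dose, 20 µM final, 1% DMSO · Times – compound stimulation 90 min at 25 °C, detection 60 min · Technique – beta-gal luminescence · Read-out basis – APJ–arrestin association signal · Control set – negative DMSO alone, positive Apelin-13 at 10 nM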
# TIM10 inh = TIM10 yeast growth inhibition | AID 463195 | S. cerevisiae TIM10 strain growth, BacTiter-Glo luminescence, 24 h | inhibition, % at 10 µM | actives 1.4% (n = 330,000);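 active means inhibition of 40% or more at the single tested concentration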;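 further: wild-type TIM10 isogenic control strain grown at permissive 25 °C; 0% = DMSO yeast wells and 100% = minimal medium wells without yeast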
# XBP1 UPR activ = activators of adaptive arm of unfolded protein response (XBP1); actives 0.33% (n = 330,000); CHO-XBP1 luciferase reporter, IRE1-XBP1 UPR activation, luminescence; percent of tunicamycin response, DMSO as zero; activation, % at 20 µM;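 active means versus positive control, 20 µM dose yields 30% or more activation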;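 further: 100% = tunicamycin at 10 µg/mL and 0% = DMSO only wells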
#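 Signal: luciferase luminescence; Assay system: CHO-XBP1 luciferase reporter cells; Amount: one thousand reporter cells per well; Dosing: 20 µM single concentration, DMSO 1%; Benchmarks: high control tunicamycin 10 µg/mL final, low control DMSO vehicle only; Schedule: 6 h compound exposure at 37 °C, 5% CO2; Evaluation: percent activation relative to tunicamycin reference.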
# NLRP3 yeast inh = blocks the NALP3 inflammasome reconstituted in yeast | Yeast reconstituted NLRP3/ASC/caspase-1, beta-gal luminescence, 24 h | inhibition, % at 10 µM | actives 0.39% (n = 330,000) | AID 2825;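 active means inhibition of 50% or more; inactive means inhibition below 50%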;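 further: plate controls were induced DMSO wells for no effect and uninduced yeast grown without galactose for full effect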
# NR3A LBD binder = NR3A (human) ligand-binding domain modulation; Tm shift relative to glycine control, % at 25 µM; actives 2.5% (n = 340,000); NR3A LBD differential scanning fluorimetry, Tm shift; 0% = protein alone, 100% = glycine-bound protein; AID 1259313;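 active means melting temperature shift of at least 10% of the positive control shift, at one fixed dose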
# * = called active by the depositor; . = no result given.
# Under each structure: Mdm2 MdmX PPI	tim10-1 inh	tim23-1 inh	CHOP UPR activ	APJ ag	TIM10 inh	XBP1 UPR activ	NLRP3 yeast inh	NR3A LBD binder
O=C(Nc1cccc(-c2nn[nH]n2)c1)c1csc2c1CCCC2
    32	16	24	-0.4	11	5	-2	6	5
O=C(O)c1cccc(CSc2nnc(Cc3ccccc3)o2)c1
    7	7	21	-3.0	-4	-7	0	5	-4
O=C(COc1ncnc2c(Cl)cc(Cl)cc12)NCCC1=CCCCC1
    20	4	-15	-3.6	-5	-28	-2	3	0
Cc1cc(C)cc(N(CC(=O)NC(C)(C)C)C(=O)CNC(=O)c2cccs2)c1
    21	3	5	-0.2	-1	10	-2	2	0
CCOc1ccccc1C(=O)NCC(=O)Nc1ccc(-c2ccccc2)cc1
    15	1	-13	1.7	-1	-4	1	11	1
COc1ccc(CNC(=O)CC(C)c2ccccc2)cc1 (centres undefined)
    13	-11	8	0.7	-3	-8	0	16	-2
Cc1ccc(S(=O)(=O)NCCC(=O)O)cc1
    12	4	2	-0.6	-3	-2	-3	8	-1
Cc1cc(C)n(-c2nc(SCCN(C)C)c3c4c(sc3n2)COC(C)(C)C4)n1
    54*	29	5	0.0	-6	11	1	13	0
O=C(Nc1cc(Cl)ccc1Cl)c1noc2c1CCCC2
    -12	10	-9	-0.6	-1	3	3	31	2
O=C(CC1CCCC1)NCCc1cn2ccccc2n1
    8	1	8	1.2	-3	4	2	5	-2
O=C(Nc1ccc(Cl)cc1)Nc1ccc(Cl)c(Cl)c1
    89*	30	33	9.9	4	20	7	72*	16*
O=C(NCc1nnnn1-c1ccc(Cl)cc1)c1ccc(Br)o1
    12	14	-6	0.5	-6	6	-1	4	1
CC(C)CNC(=O)C1Nc2ccc(C(F)(F)F)cc2C2C=CCC12 (centres undefined)
    -8	-8	-3	2.1	5	-2	1	9	-4
CN(C)/C=C1\C=C2C(=O)c3ccccc3N2C1=O
    30	-10	15	2.7	-2	-8	4	-7	-437
COc1ccc(CCN2Cc3c(cccc3[N+](=O)[O-])C2=O)cc1OC
    -14	31	20	-2.2	-3	12	3	24	2
CC(=O)N1CCCc2cc(S(=O)(=O)N3CCCC(C(=O)Nc4cccc(F)c4)C3)ccc21 (centres undefined)
    28	18	8	1.4	-3	6	-3	3	-1
C[C@H](C(=O)CC(=O)OC(C)(C)C)[C@H](O)c1ccc(C(F)(F)F)cc1
    17	30	40	1.6	2	3	0	15	-3
Cc1ccc2c(c1)CCCN2CC(=O)N(C)c1c(N)n(Cc2ccccc2)c(=O)[nH]c1=O
    15	5	6	0.9	-4	8	0	-6	-4
CCn1c(SCC(=O)N2c3ccccc3CCc3ccccc32)nnc1-c1ccc(OC)cc1
    -7	25	28	0.2	-7	26	1	-5	-1
COc1ccc2c(c1)C1NC(=S)NC(C)(O2)C1C(=O)Nc1ccccc1C (centres undefined)
    8	2	4	1.7	4	7	1	23	-2

# Shown as a hit in Mdm2 MdmX PPI (from the list above):
Structure,Mdm2 MdmX PPI,APJ ag,XBP1 UPR activ,NLRP3 yeast inh,NR3A LBD binder
Cc1cc(C)n(-c2nc(SCCN(C)C)c3c4c(sc3n2)COC(C)(C)C4)n1,54*,-6,1,13,0
O=C(Nc1ccc(Cl)cc1)Nc1ccc(Cl)c(Cl)c1,89*,4,7,72*,16*

# (further entries)
# Under each structure: Mdm2 MdmX PPI	tim10-1 inh	tim23-1 inh	CHOP UPR activ	APJ ag	TIM10 inh	XBP1 UPR activ	NLRP3 yeast inh	NR3A LBD binder
CC(NC(=O)c1ccco1)C(=O)OC(C)C(=O)NCc1ccccc1 (centres undefined)
    30	7	20	-0.4	-2	-5	-2	6	0
C=CCSc1nc(NC)c2sccc2n1
    32	13	12	2.1	2	14	1	9	0
CN(CC(=O)Nc1cccc(F)c1)C(=O)c1cn(-c2ccccc2)nc1-c1ccc(Cl)cc1
    26	33	44	0.3	-1	18	-1	23	27*
CCOC(=O)C1C(=O)CC(C)(O)C(C(=O)OCC)C1c1ccc(C)s1 (centres undefined)
    -28	22	14	1.6	-1	9	-1	10	2
CN(C)S(=O)(=O)c1ccc(NC(=O)C2CC3C=CC2C3)cc1 (centres undefined)
    0	-4	5	-1.7	0	-2	-2	1	6
O=C(COc1ccc(Br)cc1Br)NC1CCS(=O)(=O)C1 (centres undefined)
    28	-7	-5	0.0	3	-3	3	18	0
Cc1c(C(=O)NCC(c2ccco2)N(C)C)oc2c(Cl)cccc12 (centres undefined)
    -2	11	17	2.3	-5	7	-2	1	2
CCCn1c(=O)[nH]c(=O)c2c1nc(-c1ccc(C#N)cc1)n2CCOC
    -9	-18	3	0.4	-2	9	-2	-2	0
Cc1ccccc1-c1nsc(SCC(=O)NCc2ccc3c(c2)OCO3)n1
    0	12	17	-2.9	-3	-38	-5	25	-3
O=C(Nc1cc(S(=O)(=O)N2CCOCC2)ccc1Cl)c1cc([N+](=O)[O-])ccc1Cl
    97*	25	22	1.1	2	32	69*	10	1
Cc1nc2c(C#N)c[nH]n2c(=O)c1Cc1ccccc1
    5	6	13	-0.6	-4	-3	-3	9	0
Cc1noc(C)c1CSCC(=O)Nc1ccc(Br)cc1Cl
    -10	9	25	-1.4	-4	-2	-4	30	1
CC(C)(C)c1cc(C(=O)Nc2cccnc2)cc(C(=O)Nc2cccnc2)c1
    44	-10	-2	0.5	-3	-6	3	20	-2
O=C1c2ccccc2C(=O)N1c1cc([N+](=O)[O-])ccn1
    1	0	19	1.9	1	14	1	14	-2
C=CCNC(=O)c1ccccc1NC(=O)COc1ccc(OC)cc1
    4	15	-11	0.3	-4	11	3	11	1
Cc1ccc(NC(=O)CSc2nnc(CNC(=O)c3ccco3)n2C)cc1C
    29	-21	-20	1.3	-1	-10	-4	1	5
Cn1c(SCC(=O)Nc2ccccc2)nc2c([nH]c3ccccc32)c1=O
    67*	-26	-10	-1.3	-4	-3	24	0	-4
Cc1ccc2c(CSc3nnc(C4CC4)n3N)cc(=O)oc2c1C
    -16	0	13	1.0	5	-3	4	6	1
Cc1ncc([N+](=O)[O-])n1CC(=O)NCc1ccccc1
    14	1	7	2.3	1	7	3	-4	0
Cc1ccc(C)c(NC(=O)C(OC(=O)c2ccc(C)s2)c2ccccc2)c1 (centres undefined)
    10	7	18	0.8	-3	19	-2	-9	-7
CC(=O)c1ccc(NS(=O)(=O)c2cc3c(cc2C)N(C(C)=O)CCO3)cc1
    7	-12	7	1.2	-2	3	-1	-6	-2
C=CCn1c(SCCC#N)nnc1-c1ccncc1
    13	-3	5	0.0	-2	-4	0	11	2
CN(C)S(=O)(=O)c1cccc(NC(=O)COC(=O)c2cccc(S(=O)(=O)N3CCc4ccccc4C3)c2)c1
    -4	10	3	3.7	2	3	-1	19	-11
O=C(O)c1ccc(S(=O)(=O)c2ccc3c(c2)C(=O)N(c2ccccc2[N+](=O)[O-])C3=O)cc1
    7	4	11	0.7	-4	-1	-3	15	2
COc1ccc(CC(=O)N(C)CC(=O)Nc2ccccc2C(F)(F)F)cc1S(=O)(=O)N1CCOCC1
    -6	-18	-14	3.7	13	8	2	15	-1
CCNC(=O)N(CCOC)CC1CCCN(C2Cc3ccccc3C2)C1 (centres undefined)
    19	-15	-7	0.5	-1	51*	-5	17	-1
Cc1cc(=O)[nH]c(CN2CCOCC2)n1
    -8	-2	-2	0.2	-1	14	-5	-4	0
Cc1ccc(-c2cc(C(=O)N/N=C/C=C/c3ccco3)c3ccccc3n2)cc1C
    47	25	-8	-1.4	-3	-11	-4	10	-2
CCOC(=O)c1cnc(-c2ccccc2)nc1Oc1ccccc1
    10	1	32	0.8	-3	-10	-4	13	1
CC(Sc1ccc2ccccc2c1)C(=O)NC(N)=O (centres undefined)
    18	-16	1	-0.5	1	-3	0	-6	1
Cn1ncc([N+](=O)[O-])c1C(=O)N/N=C/c1ccc(F)cc1
    -11	-14	-4	-1.3	-1	-5	-2	12	10
CC(=O)c1ccc(NC(=O)CN2CCCC2)cc1
    -28	4	6	6.0	-2	-10	1	10	1
CCOC(=O)c1[nH]c2ccc(OC)cc2c1NC(=S)N1CCN(c2cccc(Cl)c2)CC1
    50*	12	4	3.5	-2	10	9	14	13*
CC(C)C(=O)c1cn(CC(=O)NCc2ccco2)c2ccccc12
    -15	10	1	1.6	-9	-11	0	-6	4
COc1cc(/C=N/N2CCN(Cc3ccccc3)CC2)cc(OC)c1OC(C)=O
    16	-4	13	1.6	-2	-9	-4	5	2
Cc1cccc2sc(N(CCCN3CCOCC3)C(=O)CS(=O)(=O)c3ccc(F)cc3)nc12
    2	26	6	-0.6	0	5	-1	14	-3
N#CCCn1cc(C(=O)CN2C(=O)NC3(CCCCCC3)C2=O)c2ccccc21
    -5	2	0	1.6	0	-2	-3	12	1
Cc1cc(C)nc(N/N=C/C2=C(O)CC(c3ccccc3)CC2=O)n1 (centres undefined)
    32	13	19	3.8	-10	18	-1	18	.
Cc1c(NS(=O)(=O)c2ccc3[nH]c(=O)[nH]c3c2)c(=O)n(-c2ccccc2)n1C
    8	8	22	2.0	-2	-5	-1	-2	-1
O=C(COc1ccc2c(-c3ccccc3)cc(=O)oc2c1)NCc1ccccn1
    25	18	1	1.5	-4	5	0	21	-2
O=C(NCC1CCCO1)/C(=C/c1ccccc1F)NC(=O)c1ccccc1 (centres undefined)
    -18	-3	2	2.0	-4	-19	-3	17	1
CCCCNC(=O)N1CCN(C(=O)c2ccco2)CC1
    -1	16	1	0.7	-4	9	1	2	1
O=C(Nc1ncnc2c1ncn2C1OC(COC(=O)c2ccccc2)C(F)C1O)c1ccccc1 (centres undefined)
    3	-1	-5	-1.6	-1	-11	1	10	1
CC1S/C(=N/N=C2CCC(C(C)(C)C)CC2)NC1=O (centres undefined)
    -2	9	0	0.3	-2	8	2	-4	-9
CCOc1cccc(C(=O)Nc2ccc(N3CCCC3)cc2)c1
    -3	21	25	4.5	-1	5	-1	16	-6
CN1CCN(c2ccc(Cl)cc2NC(=O)c2ccc(S(=O)(=O)N3CCCCCC3)cc2)CC1
    67*	31	11	2.3	-10	-1	10	6	-12

# Whole records, looked up by structure. Order of screens: Mdm2 MdmX PPI, tim10-1 inh, tim23-1 inh, CHOP UPR activ, APJ ag, TIM10 inh, XBP1 UPR activ, NLRP3 yeast inh, NR3A LBD binder
# `C=CCn1c(SCCC#N)nnc1-c1ccncc1` is listed as 13, -3, 5, 0.0, -2, -4, 0, 11, 2
# `Cc1nc2c(C#N)c[nH]n2c(=O)c1Cc1ccccc1` is listed as 5, 6, 13, -0.6, -4, -3, -3, 9, 0
# `Cc1cc(C)nc(N/N=C/C2=C(O)CC(c3ccccc3)CC2=O)n1` (centres undefined) is listed as 32, 13, 19, 3.8, -10, 18, -1, 18, .
